ERAP1 HTS inh – inhibitors of human ERAP1 aminopeptidase; Q9NZ08; recombinant ERAP1, Leu-AMC fluorescence, 60 min; inhibition, % at 10.7 µM; actives 0.15% (n = 340,000);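 active = mean replicate inhibition of at least 30%, or all replicates individually reaching that 30% level; inactive = mean below 30% and not every replicate reaching it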;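 also: 0% = neutral control wells and 100% = L-leucinethiol positive control wells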
Cneo AK release – Cryptococcus neoformans lysis via adenylate kinase release; AID 651654; lysis activity, % at 15 µM; C. neoformans lysis, adenylate kinase release luminescence, 4 h; normalised: neutral wells 0, clomiphene wells 100; actives 0.2% (n = 360,000);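 active = mean lysis activity across replicates of at least 80%, whatever share of replicates individually reach that level; inactive = mean lysis activity below 80%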
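Assay system: log-phase C. neoformans yeast / Quantity: yeast cell density of 5 × 10^6 cells/mL / Medium: fresh YPD growth medium / Compound: single dose / Timing: static 4 h at 37 °C with compound, 1 h detection / Measured by: adenylate kinase release luminescence / Read-out: lysis from increased AK signal / Benchmarks: Clomiphene as positive lysis control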
SIRT5 inh – blocks human SIRT5 desuccinylation of peptide; actives 1.1% (n = 330,000); inhibition, % at 15 µM; Purified SirT5, succinyl-peptide AMC, trypsin-coupled fluorescence; in the data active = inhibition above about 15%; inconclusive = no clear call, values can overlap the other calls
Target sequence (Q9NXA8 whole entry, looked up): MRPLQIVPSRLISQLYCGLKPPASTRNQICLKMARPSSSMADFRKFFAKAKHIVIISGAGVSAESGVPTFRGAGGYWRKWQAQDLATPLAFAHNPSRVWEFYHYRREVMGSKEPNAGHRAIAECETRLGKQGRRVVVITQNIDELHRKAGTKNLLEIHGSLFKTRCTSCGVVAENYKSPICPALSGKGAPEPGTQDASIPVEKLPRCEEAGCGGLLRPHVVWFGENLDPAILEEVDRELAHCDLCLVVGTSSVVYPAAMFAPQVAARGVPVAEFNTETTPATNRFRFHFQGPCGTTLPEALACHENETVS
S100A4 inh HTS – S100A4-myosin IIA interaction inhibition; P26447; S100A4/TAMRA-MyoIIA peptide fluorescence polarization; inhibition, % at 10.7 µM; actives 0.14% (n = 360,000);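 active = mean inhibition of at least 70% across replicates, with every replicate also reaching that level; inconclusive = mean inhibition reaches 70% but some replicates fall short; inactive = mean inhibition below 70%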
Target sequence (P26447 whole entry, looked up): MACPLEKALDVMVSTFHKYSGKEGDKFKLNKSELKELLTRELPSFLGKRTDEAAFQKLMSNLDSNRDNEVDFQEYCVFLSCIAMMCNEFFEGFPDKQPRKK
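Material: human S100A4 monomer with TAMRA-labelled myosin IIA peptide; buffer or medium: HEPES pH 7.2 with CaCl2, KCl, NaCl, DTT, Triton; compound dosing: one concentration per compound; schedule: 5 min incubation before reading; benchmarks: neutral control DMSO, positive control TFP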
PGC1a acetyl inh – modulators of PGC1a acetylation | U2OS PGC1a acetylation, AlphaScreen anti-acetyl-lysine; with virally co-expressed GCN5 acetyltransferase | inhibition, % at 15.6 µM | actives 0.17% (n = 350,000) | AID 651687;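 active = every replicate shows inhibition of at least 40%; inconclusive = mean inhibition at least 40% but some replicate below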;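 also: 0% = neutral control wells and 100% = positive control wells; some results beyond the cut were filed as inactive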
C2C12 statin – protects C2C12 myotubes from simvastatin toxicity. ATP luminescence, 48 h; scaled: DMSO 0, geranylgeraniol control 100. rescue of ATP level, % at 7.49 µM. actives 0.78% (n = 330,000);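 active = mean ATP rescue above about 67%, or every replicate alone reaching that limit, limit read from the data, passing the limit was not always enough; inconclusive = no clear call, values can overlap the other calls; inactive = mean under the limit and some replicate under it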;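 also: myotubes were challenged with 10 µM simvastatin during compound exposure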
Xi reactivation – X-chromosome reactivation activator; XiGFP mouse fibroblasts, % GFP-positive cells imaging, 3 d; cells co-treated with 5-aza-dC sensitizer; scaled so ellipticine positive control = 100%; activation, % at 7.58 µM; actives 0.055% (n = 360,000);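 active = mean normalized replicate activation at least 10% and every replicate at or above 10%; inconclusive = only one of the two criteria met; inactive = mean below 10% and not all replicates reach 10%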;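 also: 0% = median of on-plate neutral control wells and 100% = ellipticine 6 µM median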
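Material: XiGFP fibroblasts, SV40-immortalized. Buffer or medium: DMEM plus 5-aza-dC sensitizer. Compound: single concentration per compound, delivered by pin transfer. Times: 3 days compound exposure. Controls: ellipticine 6 µM.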
LGR2 inh – Drosophila LGR2 receptor signaling inhibition; HEK293 LGR2, CRE-luciferase, bursicon-stimulated, 4 h; inhibition, % at 9.99 µM; actives 0.35% (n = 380,000); AID 720647;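 active = drop in luminescence signal, shown as inhibition above about 50% in the replicate tests, limit read from the data, passing the limit was not always enough; inconclusive = probably only some replicates passing the limit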;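 also: agonist challenge used bursicon conditioned medium at about half maximal strength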
Active calls of the source: *; ? = inconclusive; / = not tested or not shown; & = joins results of further samples. Not all compounds are listed; the hit share may differ from the screen's.

1: COCC(=O)N1C[C@H](C)[C@@H](OC)CN(C)C(=O)c2cc(NC(=O)Nc3ccccc3)ccc2OC[C@@H]1C
2: CC(=O)Nc1ccc(S(=O)(=O)Oc2ccc(Br)cc2C(=S)N2CCOCC2)cc1
3: CN1C2=NCCN2C(=O)c2cc(Cl)ccc21
4: COc1ccc(-c2nn(-c3ccccc3)cc2/C=C2/SC(=S)N(CCC(=O)O)C2=O)c(C)c1
5: C[C@H](CO)N1C[C@H](C)[C@@H](CN(C)Cc2cccc3c2OCCCO3)OCc2cn(nn2)CCCC1=O
6: COc1ccc(/C=C(/NC(=O)c2ccc(C)cc2)C(=O)NCc2ccncc2)cc1
7: COc1ccc(-c2cn3cccnc3n2)cc1NC(=O)c1ccc(Br)o1
8: Cc1ccnc(NC(=O)c2ccc3c(c2)C(=O)N(CCC(C)C)C3=O)c1

compound no.	1	2	3	4	5	6	7	8
ERAP1 HTS inh	2.9	-0.1	110.9*	-0.3	/	-0.7	/	2.0
Cneo AK release	4.2	0.9	/	-1.0	/	1.5	-0.1	-4.3
SIRT5 inh	3.5	0.9	-0.9	7.7	/	1.3	/	0.0
S100A4 inh HTS	-3.6	-12.5	-12.0	-1.7	/	8.2	/	-0.7
PGC1a acetyl inh	-1.6	/	/	-24.0	2.4	-11.2	-78.3	/
C2C12 statin	18.2	-0.2	/	22.9	-8.5	29.4	-39.7	-11.0
Xi reactivation	0.0	-0.1	0.5	0.1	-0.3	0.2	/	0.1
LGR2 inh	-3.4	-6.4	25.4	/	3.9	9.0	1.0	-29.0

9: Cc1ccc(/C=N\NC(=O)CC(=O)NCCc2ccccc2)cc1
10: C#CCOCCOCCOCCNc1nc(N2CCN(C(=O)[C@H]([C@@H](C)CC)n3cc(CCCN=C(N)N)nn3)CC2)nc(N2CCN(C(=O)[C@H](CCCCN)n3cc(CCCC)nn3)CC2)n1
11: C[C@@H]1CN([C@H](C)CO)C(=O)Cc2cc(NC(=O)C3CC3)ccc2O[C@H]1CN(C)S(=O)(=O)c1cn(C)cn1
12: CCCc1cc(C(=O)N/N=C/c2cccn2C)cs1
13: Cc1ccnc(NS(=O)(=O)c2ccc(NC(=O)C3COc4ccccc4O3)cc2)n1 (stereo unspecified)
14: CCC(CC)C(=O)Nc1nnc(S(=O)(=O)N(CC)c2ccc(OC)cc2)s1
15: Cc1cccc(N2CCN(S(=O)(=O)c3cc(-c4cc(C)no4)ccc3C)CC2C)c1 (stereo unspecified)
16: O=S(=O)(Nc1cc(C(F)(F)F)ccc1N1CCOCC1)c1ccc2ccccc2c1

compound no.	9	10	11	12	13	14	15	16
ERAP1 HTS inh	0.9	-12.7	0.6	-2.5	-6.9	-1.4	3.0	/
Cneo AK release	0.1	-1.5	-5.6	-4.7	/	-1.8	-5.5	-0.8
SIRT5 inh	-0.9	/	3.1	1.3	-3.3	4.8	5.9	/
S100A4 inh HTS	-2.0	-1.3	5.8	-17.4	-2.4	-4.2	0.3	/
PGC1a acetyl inh	11.8	-8.2	6.1	/	/	17.6	/	-9.2
C2C12 statin	5.2	-3.3	-3.8	-1.2	/	-3.6	-219.3	-6.5
Xi reactivation	0.4	0.0	-1.2	0.0	0.4	0.0	0.0	/
LGR2 inh	-0.6	-13.0	-27.6	-47.5	-9.5	6.1	-6.2	17.3

17: CCOc1cc(N2CCOCC2)c(OCC)cc1NC(=O)[C@H](C)NC(=O)c1ccco1
18: CC(=O)c1cccc(NC(=O)/C(=C\c2cccnc2)NC(=O)c2ccccc2)c1
19: COCC(=O)N1C[C@@H](C)[C@@H](OC)CN(C)C(=O)c2ccc(NC(=O)NC(C)C)cc2OC[C@H]1C
20: N#CCCCCn1ccc(NC(=O)c2ccc(Cl)cc2O)n1
21: C[C@H](CO)N1C[C@H](C)[C@@H](CN(C)Cc2ccc3c(c2)OCO3)Oc2cc(C#CCN(C)C)ccc2S1(=O)=O
22: CNC(=O)C[C@@H]1CC[C@@H]2[C@H](COc3ccc(NC(=O)Nc4cccc(C)c4)cc3C(=O)N2C)O1
23: CC(=O)N1N=C(c2ccco2)CC1c1ccco1 (stereo unspecified)
24: CC(C)[C@H](NC(=O)c1ccccc1)C(=O)OCC(=O)Nc1ncc(Cl)cc1Cl

compound no.	17	18	19	20	21	22	23	24
ERAP1 HTS inh	0.3	-4.9	5.3	6.1	-0.7	2.9	-1.2	-1.7
Cneo AK release	16.1	-2.4	70.8	/	-2.2	-2.5	-1.0	-0.3
SIRT5 inh	0.0	0.7	-5.9	3.2	0.4	-4.3	-1.7	-0.3
S100A4 inh HTS	7.7	0.7	9.8	-4.6	-9.9	1.4	3.2	-3.7
PGC1a acetyl inh	/	9.9	-7.4	/	-42.2	4.5	?	/
C2C12 statin	-7.1	4.6	-3.8	/	-55.5	9.5	9.4	1.0
Xi reactivation	0.0	0.1	-0.3	0.4	-1.3	0.1	0.0	0.1
LGR2 inh	-0.7	17.7	11.8	-24.8	-10.7	3.8	-9.5	-12.2

An excerpt from above in order of their number in PGC1a acetyl inh, falling.
cpd | Structure | ERAP1 HTS inh | SIRT5 inh | S100A4 inh HTS | PGC1a acetyl inh | LGR2 inh
18 | CC(=O)c1cccc(NC(=O)/C(=C\c2cccnc2)NC(=O)c2ccccc2)c1 | -4.9 | 0.7 | 0.7 | 9.9 | 17.7
22 | CNC(=O)C[C@@H]1CC[C@@H]2[C@H](COc3ccc(NC(=O)Nc4cccc(C)c4)cc3C(=O)N2C)O1 | 2.9 | -4.3 | 1.4 | 4.5 | 3.8
21 | C[C@H](CO)N1C[C@H](C)[C@@H](CN(C)Cc2ccc3c(c2)OCO3)Oc2cc(C#CCN(C)C)ccc2S1(=O)=O | -0.7 | 0.4 | -9.9 | -42.2 | -10.7

Further entries
25: COc1ccc(NC(C)=O)cc1NC(=O)C1CCCN1C(=O)c1cccs1 (stereo unspecified)
26: COc1cccc(-c2cc(C(=O)N3C(C)CCCC3C)no2)c1 (stereo unspecified)
27: O=C(CN1CCCC1)N1c2ccccc2Sc2ccccc21
28: CCC(C)(C)NC(=O)C(c1ccncc1)N(C(=O)c1sc(C)nc1C)c1ccc(F)cc1 (stereo unspecified)
29: C(COC1CC2CC1C1C2CC2OC21)OC1CC2CC1C1C2CC2OC21 (stereo unspecified)
30: COc1cc(NC(=O)N[C@@H](Cc2ccccc2)C(=O)O)cc(OC)c1
31: Cc1ccc(NC(C)C(=O)N/N=C/c2ccc([N+](=O)[O-])s2)cc1 (stereo unspecified)
32: O=C(CCCCCCCC(=O)N1CCCC1)N1CCCC1

compound no.	25	26	27	28	29	30	31	32
ERAP1 HTS inh	-1.7	/	/	-2.3	1.5	-0.3	-1.4	1.2
Cneo AK release	/	-3.1	0.7	/	/	1.1	-4.2	3.3
SIRT5 inh	-2.9	/	/	-2.2	/	-0.3	-2.8	3.3
S100A4 inh HTS	-4.8	/	/	6.7	55.6	-25.9	-1.6	-0.4
PGC1a acetyl inh	/	-13.6	-1.3	6.1	/	/	3.9	5.5
C2C12 statin	/	-8.2	6.8	/	/	/	-4.2	0.1
Xi reactivation	0.0	/	/	0.0	0.4	0.0	0.0	0.0
LGR2 inh	9.3	-83.6	-19.5	/	15.4	-3.8	-5.9	0.7

A draw from above in order of length of the SMILES, low to high.
32: O=C(CCCCCCCC(=O)N1CCCC1)N1CCCC1
30: COc1cc(NC(=O)N[C@@H](Cc2ccccc2)C(=O)O)cc(OC)c1
31: Cc1ccc(NC(C)C(=O)N/N=C/c2ccc([N+](=O)[O-])s2)cc1 (stereo unspecified)

compound no.	32	30	31
ERAP1 HTS inh	1.2	-0.3	-1.4
Cneo AK release	3.3	1.1	-4.2
SIRT5 inh	3.3	-0.3	-2.8
S100A4 inh HTS	-0.4	-25.9	-1.6
PGC1a acetyl inh	5.5	/	3.9
C2C12 statin	0.1	/	-4.2
Xi reactivation	0.0	0.0	0.0
LGR2 inh	0.7	-3.8	-5.9

(listing goes on)
33: Cc1cc(C(=O)Nc2cccc3c2O[C@@H](CN(C)S(=O)(=O)c2ccccc2)[C@H](C)CN([C@@H](C)CO)C3=O)n(C)n1
34: Cc1ccc(-c2nn(-c3ccccc3)cc2NC(=O)CCl)cc1
35: S=C(NCc1ccccc1)NCc1ccc(Cl)cc1
36: CCCCCCSc1ccc(-c2nc3cnccn3c2NCCCC)cc1
37: CO[C@H](CN(C)S(=O)(=O)c1cccc(Cl)c1)[C@H](C)CN(C(=O)Nc1ccccc1F)[C@@H](C)CO
38: CC(C)[C@H](NC(=O)c1ccc(Cl)c(Cl)c1)C(=O)N1CCC[C@H]1C(=O)NCc1ccccc1
39: COc1ccc(OCCN2CCOCC2)cc1
40: Cc1nnc(-c2cnn(C)c2N)n1Cc1ccc2c(c1)OCO2

compound no.	33	34	35	36	37	38	39	40
ERAP1 HTS inh	-0.3	1.7	2.1	-4.6	-1.1	1.6	1.2	-0.5
Cneo AK release	-2.9	/	19.4	-0.2	-3.1	/	-0.1	/
SIRT5 inh	/	-0.7	-1.5	-33.1	0.6	14.9	/	-1.8
S100A4 inh HTS	-6.6	-1.7	-1.4	-30.8	11.0	30.1	-2.1	10.3
PGC1a acetyl inh	14.1	/	/	-15.5	1.6	/	-14.3	3.0
C2C12 statin	6.5	/	-45.7	18.7	1.5	/	-0.5	/
Xi reactivation	-1.1&0.0	0.0	-0.1	1.5	0.2	0.6	0.6	0.0
LGR2 inh	-30.5&0.7	-6.8	10.5	2.7	6.0	1.5	-4.9	-7.9

Down the list, from the results shown.
SIRT5 inh, entries 33 to 37: /, -0.7, -1.5, -33.1, 0.6
LGR2 inh, entries 33 to 37: -30.5&0.7, -6.8, 10.5, 2.7, 6.0

Quoted from the listing:
For S100A4 inh HTS, compound 40 reads 10.3
For LGR2 inh, compound 37 reads 6.0
For ERAP1 HTS inh, compound 38 reads 1.6

Additional records
41: COCC#Cc1ccc([C@@H]2[C@@H](CO)N3C(=O)CN(C(=O)C4CCC4)C[C@H]23)cc1
42: CCn1cc([N+](=O)[O-])c(C(=O)N2CCN(C(=O)c3ccco3)CC2)n1
43: O=C(CN1CCCc2ccccc21)Nc1cccc(S(=O)(=O)N2CCCC2)c1
44: O=C1c2cccc3c2N(CCC3)C(=O)C1(F)c1ccccc1 (stereo unspecified)
45: CC(CN)(NS(=O)(=O)c1ccccc1)c1ccccc1 (stereo unspecified)
46: COc1ccccc1CNC(=S)Nc1ccc(F)cc1
47: COc1ccc(C(=O)Nc2ccc(NC(=O)Cc3ccccc3)cn2)cc1
48: CCN1C(=O)/C(=C\N(C)C)NC1=S

compound no.	41	42	43	44	45	46	47	48
ERAP1 HTS inh	-0.6	/	-8.7	3.5	0.7	2.3	0.1	-3.9
Cneo AK release	/	-16.1	-1.4	-3.2	1.0	5.4	1.4	/
SIRT5 inh	3.7	/	-3.4	0.6	-5.7	/	-2.3	-4.1
S100A4 inh HTS	-17.2	/	-5.7	-5.9	-5.2	-6.3	-4.3	-4.0
PGC1a acetyl inh	5.4	0.3	-0.5	0.7	/	/	/	/
C2C12 statin	/	/	-0.5	/	8.0	-16.7	2.8	/
Xi reactivation	-0.1	0.1	0.0	0.0	-0.1	0.1	0.2	0.0
LGR2 inh	2.7	1.1	-17.0	/	4.7	-9.2	-1.6	-20.1
